# GLP1R cytotox – cytotoxicity in counter-screen for GLP-1R inverse agonists. hit rate 0.13% among 410,000. HEK293 cAMP-luciferase reporter cells, luminescence, 24 h. Potency, µM (top dose mostly 38.3 µM), inactives show at the highest dose activity change, negative = inhibition, most hits filed as inhibitors;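 note: loss of luciferase light is scored as toxicity; potency is the fitted concentration of half-maximal effect; % is set by controls: 0 for no effect and ±100 for the full control effect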
#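 Seeding density was 200 cells/uL; after overnight-length (12 h) culture, 23 nL compounds went on for 24 h at 37 °C. Readout used a luciferase detection reagent, luminescence taken after 12 min at room temperature.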
# GLP-1R inv ag – acts as inverse agonist at human GLP-1 receptor. P43220. HEK293 GLP-1R CRE-luciferase, luminescence, 24 h; GLP-1R form is constitutively active. Potency, µM (doses to about 38.3 µM), for the others: at the top dose activity change, negative = inhibition, actives largely listed as inhibitors. hit rate 1.6% among 410,000. AID 624417; note: potency is the fitted concentration of half-maximal effect; % is set by controls: 0 for no effect and ±100 for the full control effect; nearly all actives have a fitted effect of over 55% in size
#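 GLP-1R inverse agonism mode: basal reporter luminescence in engineered HEK293 cells measured after one day of compound exposure at 37 deg C, with a 12 min room-temperature detection step.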
# TDP-43 yeast inh – TDP-43 toxicity inhibition in yeast | TDP-43 expressing yeast growth rescue, BacTiter-Glo, 24 h | Potency, µM (titrated, usually from 46.1 µM), inactives show at the top dose growth rescue (activation), actives largely listed as activators | hit rate 1.8% among 410,000 | AID 652104; note: potency is the fitted concentration of half-maximal effect; % of control where 0% means no effect; nearly all actives have a fitted effect of over 50% in size
#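 Luminescence from BacTiter-Glo reports growth of TDP-43-expressing yeast after 24 hr at 30 deg C with compound. Cells were raffinose-pregrown to mid-log, then seeded in galactose medium at OD600=0.02.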
# D3 antag – D3 dopamine receptor (human) antagonism; P35462; D3R cells, DiscoveRx beta-arrestin luminescence, antagonist mode; hits give low values; max response, negative = inhibition, %; hit rate 2.5% among 360,000; in the data active = max response below about -50%; inconclusive = no clear call, values can overlap the other calls; note: % is set by controls: 0 for no effect and ±100 for the full control effect; mostly tested at two doses, the higher about 12 µM
# Target sequence (P35462 whole entry, looked up): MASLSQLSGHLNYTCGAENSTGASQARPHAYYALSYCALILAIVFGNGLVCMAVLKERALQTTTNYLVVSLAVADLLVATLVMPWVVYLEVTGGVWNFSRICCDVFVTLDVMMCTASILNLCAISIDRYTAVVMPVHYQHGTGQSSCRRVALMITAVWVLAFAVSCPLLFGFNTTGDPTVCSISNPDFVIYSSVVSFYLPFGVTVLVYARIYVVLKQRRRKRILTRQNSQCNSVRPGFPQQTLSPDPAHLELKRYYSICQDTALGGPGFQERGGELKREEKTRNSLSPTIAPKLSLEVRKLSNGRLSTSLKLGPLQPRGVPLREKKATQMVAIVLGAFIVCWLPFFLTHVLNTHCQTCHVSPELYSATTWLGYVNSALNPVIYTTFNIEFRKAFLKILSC
#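 Cells plated overnight at 1500 cells/well, then exposed to library compounds with dopamine controls for 90 minutes at 37 degrees C. DiscoveRx reagent added for 30–60 minutes at room temperature; luminescence read, quantitative HTS format.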
# PTHR1 agonist – activates the human parathyroid hormone receptor PTHR1. HEK293 GP2 PTHR1 cells, GloSensor cAMP luminescence, 1 h. Potency, µM (top dose mostly 115 µM), for inactives: at the top dose activation, hits mostly activators. hit rate 0.075% among 410,000. AID 743266; note: potency is the fitted concentration of half-maximal effect; nearly all actives have a fitted effect of over 55% in size; some results filed as inactive show a strong effect at the top dose; inactives centre near -15; many of its hits are not listed in these tables
# Target sequence (Q03431 whole entry, looked up): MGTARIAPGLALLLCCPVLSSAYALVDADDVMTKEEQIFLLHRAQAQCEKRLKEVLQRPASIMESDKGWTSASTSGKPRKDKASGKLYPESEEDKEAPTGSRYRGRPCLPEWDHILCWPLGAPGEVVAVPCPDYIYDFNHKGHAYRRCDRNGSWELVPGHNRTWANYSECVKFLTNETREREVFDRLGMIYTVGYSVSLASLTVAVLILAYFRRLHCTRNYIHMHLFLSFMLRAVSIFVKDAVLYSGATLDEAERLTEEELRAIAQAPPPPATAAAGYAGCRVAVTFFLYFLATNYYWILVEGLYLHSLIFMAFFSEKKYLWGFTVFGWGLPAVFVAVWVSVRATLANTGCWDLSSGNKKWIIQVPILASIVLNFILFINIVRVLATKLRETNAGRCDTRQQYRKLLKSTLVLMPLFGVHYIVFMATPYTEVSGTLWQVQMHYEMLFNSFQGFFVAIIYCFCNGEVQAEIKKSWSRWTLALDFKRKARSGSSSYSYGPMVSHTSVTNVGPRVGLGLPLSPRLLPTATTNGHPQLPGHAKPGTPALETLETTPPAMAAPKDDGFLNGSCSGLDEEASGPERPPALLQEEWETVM
#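 HEK-293-derived GP2 cells expressing PTHR1 and a GloSensor cAMP reporter, 3,000/well, plated overnight, given luciferin plus IBMX (each 0.5 mM as added) for 1 h at 37 °C, then compound for 1 h at 37 °C. Luminescence was read after 15 min at room temperature.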
# KB-V1 cytotox – KB-V1 MDR subline cytotoxicity; KB-V1 MDR cells viability, CellTiter-Glo, 72 h; Potency, µM (doses to about 46.1 µM), for the others: at the highest dose activity change, negative = cytotoxicity, hits mostly cytotoxic; hit rate 3.4% among 400,000; note: potency is the fitted concentration of half-maximal effect; % is set by controls: 0 for no effect and ±100 for the full control effect; nearly all actives have a fitted effect of over 60% in size
#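 KB-V1 cells (P-gp-expressing MDR subline of KB-3-1) in phenol-red-free DMEM with 10% FBS were exposed to library compounds over a concentration series for 72 h at 37 degrees C. Viability read by CellTiter-Glo luminescence; concentration-effect curves fitted after normalization.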
# GLP-1R agonist – agonists of human GLP-1 receptor; Potency, µM (titrated, usually from 45.6 µM), for inactives: at the highest dose activation, most hits filed as activators; HEK293 GLP-1R CRE-luciferase, luminescence, 4-6 h; cells express a hypersensitive GLP-1R form; hit rate 0.007% among 380,000; AID 624172; note: potency is the fitted concentration of half-maximal effect; % of control where 0% means no effect
# aSyn yeast inh – rescues yeast growth from alpha-synuclein toxicity. Yeast expressing alpha-synuclein, growth rescue, BacTiter-Glo, 24 h. Potency, µM (top dose mostly 46.1 µM), without a hit: at the highest dose growth rescue (activation), usual class: activators. hit rate 0.14% among 370,000. AID 652106; note: potency is the fitted concentration of half-maximal effect; % of control where 0% means no effect; nearly all actives have a fitted effect of over 65% in size
#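 Rescue of yeast growth: cells expressing toxic alpha-synuclein, induced in galactose at OD600 0.02, incubated with compound 24 h at 30 C. ATP luminescence quantified growth; inhibitors of toxicity appear as activators.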
# DRD3 agonist – agonists of human D3 dopamine receptor | P35462 | D3R DiscoveRx beta-arrestin cells, luminescence, 90 min | max activation, % | hit rate 0.58% among 410,000 | AID 652048; in the data active = max activation above about 30%; note: 0% is about no effect; mostly tested at two doses, the higher about 12 µM
#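 Agonist-mode cell screen: cells plated at 1500/well and incubated overnight at 37 °C, then exposed to library compounds for 90 min at 37 °C. Detection reagent was added for 30–60 min at room temperature, and luminescence was read.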
# The depositor's hits bear a star; i = inactive; ? = inconclusive; . = no result given; [ ] = remark or other dose. Unless noted, calls come from the whole dose curve; as a rule, active = well fitted curve in the direction sought with a large enough effect; inconclusive = small, poorly fitted or top-dose-only effect, or another doubt; inactive = no such curve, though single readings can be large; an effect the other way counts as inactive or inconclusive.
1. Cc1cc(=O)oc2cc(Oc3ccc(C(N)=O)cc3[N+](=O)[O-])ccc12
2. COc1ccc(N(Cc2nnc3n2CCCCC3)C(=O)Nc2cccc(C)c2)cc1Cl
3. CN(C)C(=O)c1cc2c(c(-c3cccc(C4=CCCCC4)c3)n1)[C@@H](CCO)N(S(=O)C(C)(C)C)C2 (stereo partly specified)
4. COc1ccc(NC(=O)NC(=O)c2ccccc2)cc1
5. O=c1cc(O)c2ccccc2n1Cc1ccccc1Cl
6. CC(Sc1nnc(N)s1)C(=O)c1c(N)n(C)c(=O)n(C)c1=O (stereo unspecified)
7. Cc1sc2ncn(CC(=O)N3CCN(c4ccccn4)CC3)c(=O)c2c1S(=O)(=O)N1CCC(C)CC1
8. Clc1ccc(Cn2ncc3c(N4CCCC4)ncnc32)cc1
9. Fc1ccccc1NC(=S)NN(Cc1ccccc1)c1ccccc1
10. C#CCNC(=O)C1=C[C@H](c2ccc3c(c2)OCO3)C[C@H](OCCCCO)O1
Assay by compound	1	2	3	4	5	6	7	8	9	10
GLP1R cytotox	-1%	-11%	0%	5%	-9%	-6%	-4%	-4%	?	4%
GLP-1R inv ag	5%	4%	21%	6%	5%	52%[activator]	4%	32%[activator]	?	25%
TDP-43 yeast inh	-9%	?	18%	1%	-9%	-2%	-5%	0%	?	2%
D3 antag	-5	.	0	0	4	8	-5	0	-15	-2
PTHR1 agonist	i	0%	-27%	-30%	-34%[inhibitor]	-12%	-11%	i	15%[57.5 µM]	-15%
KB-V1 cytotox	-1%	4%	25%	-11%	-17%	0%	6%	-38%	0%	-6%
GLP-1R agonist	7%	-4%	9%	-3%	0%	9%	8%	15%	-16%	-5%
aSyn yeast inh	1%	1%	0%	3%	1%	-9%	0%	12%	?	1%
DRD3 agonist	-4	3	7	7	4	12	3	-1	1	-10

# 3 entries from above, set out differently:
# Order of results – GLP1R cytotox	GLP-1R inv ag	TDP-43 yeast inh	D3 antag	PTHR1 agonist	KB-V1 cytotox	GLP-1R agonist	aSyn yeast inh	DRD3 agonist
7. Cc1sc2ncn(CC(=O)N3CCN(c4ccccn4)CC3)c(=O)c2c1S(=O)(=O)N1CCC(C)CC1
 : -4%	4%	-5%	-5	-11%	6%	8%	0%	3
8. Clc1ccc(Cn2ncc3c(N4CCCC4)ncnc32)cc1
 : -4%	32%[activator]	0%	0	i	-38%	15%	12%	-1
9. Fc1ccccc1NC(=S)NN(Cc1ccccc1)c1ccccc1
 : ?	?	?	-15	15%[57.5 µM]	0%	-16%	?	1

# Other results follow.
11. CC(=O)c1ccc(S(=O)(=O)N(C)CC(=O)NCC2CCCCC2)cc1
12. COc1ccccc1CN1CC(C(=O)NCC2(O)CCCCC2)CCC1=O (stereo unspecified)
13. Cc1cc(C)c2c(CC(=O)O)c(C)[nH]c2c1
14. COc1ccc(-c2nnc(SCC(=O)O)n2C)cc1OC
15. CCOC(=O)c1sc(C)c2c1NC(c1ccc(Cl)cc1)NC2=O (stereo unspecified)
16. CN(C)c1ccc(S(=O)(=O)NCC(=O)N2CCN(c3ccccc3)CC2)cc1[N+](=O)[O-]
17. COc1cc(C(=O)NCC(c2ccccc2)N(C)C)ccc1OCc1c(C)noc1C (stereo unspecified)
18. Nc1cc(N)nc(SCC(=O)NCC2CCCO2)n1 (stereo unspecified)
19. CS(=O)(=O)N(CC(=O)Nc1ccc(Br)cc1F)C1CCCCC1
20. Cc1sc2nc(CN3CCCC3)nc(N3CCC(C(N)=O)CC3)c2c1C
Assay by compound	11	12	13	14	15	16	17	18	19	20
GLP1R cytotox	9%	3%	2%	4%	?	4%	-6%	-19%	-28%	5%
GLP-1R inv ag	8%	8%	5%	1%	-15%	9%	-22%	-7%	?	0%
TDP-43 yeast inh	4%	14%	1%	2%	0%	4%	16%	11%	29%	-1%
D3 antag	3	32	-3	8	36	-21	-100*	15	13	0
PTHR1 agonist	-31%[inhibitor]	i	?	-18%	i	-13%	-31%[inhibitor]	i	i	-1%
KB-V1 cytotox	-28%	20%	-6%	26%	15%	?	?	?	-21%	0%
GLP-1R agonist	12%	7%	1%	-4%	-23%	-2%	-2%	0%	-9%	12%
aSyn yeast inh	3%	-9%	8%	-1%	7%	0%	8%	5%	15%	-9%
DRD3 agonist	-3	-6	-3	2	3	-10	-26	-2	6	-11

21. COc1ccc(CCN(C(=O)C(F)(F)F)C(C(=O)NC2CCCCC2)c2ccc(C)s2)cc1OC (stereo unspecified)
22. Fc1ccc(Nc2ncnc3sccc23)cc1
23. Cc1ccccc1NCC(=O)N/N=C/c1ccc([N+](=O)[O-])cc1
24. CCN(C(=O)COC(=O)/C=C/c1nc2ccccc2s1)c1c(N)n(Cc2ccccc2)c(=O)[nH]c1=O
25. C[C@@]12CCC3[C@@](CCC4[C@@]3(C)CCC[C@@]4(C)C(=O)N3CCOCC3)(CC1=O)C2 (stereo partly specified)
26. Cc1cc(Cl)ccc1NC(=S)NCc1ccc(Cl)cc1
27. CCN(CC(=O)Nc1c(F)cccc1F)C(=O)CCCc1nc2ccccc2c(=O)[nH]1
28. COc1ccc2c(c1)c1c(c(=O)n(Cc3ccccc3)c(=O)n1CC(=O)NCc1ccc(C)cc1)n2C
29. CNC(=O)c1c(NC(=O)CCS(=O)(=O)c2ccc(Cl)cc2)sc2c1CCN(C(=O)OC)C2
30. CSC1=NCCN1C(=O)c1cccc(C(F)(F)F)c1
Assay by compound	21	22	23	24	25	26	27	28	29	30
GLP1R cytotox	-8%	13%	-16%	-9%	19%	-19%	-5%	4%	-4%	-13%
GLP-1R inv ag	?	-4%	-26%	?	2%	-43%	13%	-4%	28%	-28%
TDP-43 yeast inh	-1%	?	9%	23%	?	25%	9%	?	-9%	2%
D3 antag	-2	5	-13	-19	5	7	-15	.	4	-6
PTHR1 agonist	1%[57.5 µM]	-2%	i	-52%[inhibitor]	-16%	i	i	-21%	-7%	i
KB-V1 cytotox	-44%	23%	6%	21%	0%	-17%	8%	6%	-1%	15%
GLP-1R agonist	11%	20%	6%	-2%	-9%	-4%	0%	-1%	17%	-6%
aSyn yeast inh	5%	0%	-3%	-4%	5%	-4%	-5%	.	2%	0%
DRD3 agonist	-9	0	-3	-2	31*	-4	5	5	7	-5

31. CC1CCN(C(=O)Cn2cc(SCC(=O)NCc3ccccc3)c3ccccc32)CC1
32. Cc1noc(C)c1S(=O)(=O)NCC(=O)O
33. CCC(=O)c1ccc(OCC(=O)N(Cc2nnc(-c3ccccc3Cl)o2)C2CC2)cc1
34. COC(=O)c1cc2sc(C)cc2n1Cc1cccc(OC)c1
35. CC1(C(=O)NCc2ccccc2)CSCC(=O)N1Cc1cccc(F)c1 (stereo unspecified)
36. O=C(c1ccc(Cl)cc1)N1CCN(c2ccc(F)cc2)CC1
37. CC1=C(Nc2ccc(C(=O)O)cc2)C(=O)c2ccccc2C1=O
38. CCOC(=O)c1ccccc1NC(=O)c1cn(CC)c2nc(C)ccc2c1=O
39. O=C(c1cc2ccccc2o1)N1CCN=C1SCc1cccc(F)c1
40. CCOC(=O)c1cc(-c2ccccc2)n(-c2cccc(C(=O)Nc3cccc(C)c3)c2)c1C
Assay by compound	31	32	33	34	35	36	37	38	39	40
GLP1R cytotox	-22%	13%	-4%	-7%	0%	-20%	-20%	-4%	-24%	-11%
GLP-1R inv ag	?	0%	-28%	?	12%	-20%	41%[activator]	12%	-4%	?
TDP-43 yeast inh	18%	-12%	21%	0%	18%	-54%[inhibitor]	6%	-2%	21%	-12%
D3 antag	.	-10	-1	.	7	5	-7	1	-27	.
PTHR1 agonist	-10%	-7%	-29%	-13%	-43%[inhibitor]	-65%[inhibitor]	i	i	-6%	i
KB-V1 cytotox	.	13%	?	.	?	16µM*	-3%	-16%	11%	.
GLP-1R agonist	.	5%	13%	.	.	-3%	-3%	1%	14%	.
aSyn yeast inh	.	-3%	4%	.	1%	-21%	-9%	0%	3%	.
DRD3 agonist	1	-13	7	6	7	-2	-4	0	4	-16

41. CC1CN(S(=O)(=O)c2cn(C)c(=O)n(C)c2=O)CC(C)O1 (stereo unspecified)
42. COC(=O)c1cn(C(=O)c2cc(Cl)ccc2Cl)c2ccccc12
43. CCCCN(C(=N)N1CCCCC1)c1nc(C)c([N+](=O)[O-])c(=O)[nH]1
44. COc1cccc(NC(=S)NC(=O)c2cncc(Br)c2)c1
45. COc1ccc(C(=O)COC(=O)c2c(C)noc2C)cc1Cl
46. COc1cc(Cl)c([C@@H]2C[C@H]3CN(c4ccccc4)C(=O)[C@]34CCCN24)cc1OC
47. C=C(C)CNC(=S)Nc1cccc(N)n1
48. COCCCN1C(=O)c2ccc(C(=O)OCC(=O)NCc3cccc(OC)c3)cc2C1=O
49. O=C(CSc1nc2ccccc2c(=O)[nH]1)N1CCN(c2ccccc2)CC1
Assay by compound	41	42	43	44	45	46	47	48	49
GLP1R cytotox	-5%	8%	-6%	?	-4%	-6%	-5%	-3%	-17%
GLP-1R inv ag	13%	-3%	-8%	-17%	0%	12%	3%	11%	-15%
TDP-43 yeast inh	-2%	-18%	-14%	13µM*	-6%	11%	-14%	19%	-16%
D3 antag	-11	-16	26	-9	14	0	-4	-11	-11
PTHR1 agonist	i	-32%[inhibitor]	i	i	-23%	-19%	-10%	i	8%
KB-V1 cytotox	-14%	-15%	1%	-12%	3%	-2%	6%	9%	?
GLP-1R agonist	-2%	1%	-5%	4%	19%	11%	-1%	24%	12%
aSyn yeast inh	-2%	-9%	0%	-7%	0%	-4%	0%	1%	-3%
DRD3 agonist	5	-7	2	-17	-5	-1	-3	7	-6

# High-throughput results deposited in PubChem BioAssay by National Center for Advancing Translational Sciences (NCATS).

# A portion of the library; rates above refer to the full screens.
